M4 PAM: potentiates acetylcholine response at human M4 receptor. P08173. CHO-K1 hM4/Gqi5, Fluo-8 calcium fluorescence, ACh EC20; 0% = ACh EC20, 100% = maximal ACh. activation, % at 3 µM. actives 0.4% (n = 360,000);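 active means activation above its plate's cutoff, the mean activation of sample wells plus 3 SD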; further: some results filed as inactive read as strong as hits
M5 antag: CHRM5 antagonism in calcium assay. P08912. CHO-hM5 cells, Fluo-8 calcium fluorescence, ACh EC80. inhibition, % at 3 µM. actives 0.59% (n = 360,000). AID 624040;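 active means inhibition above a per-plate cutoff, the mean of that plate's test compounds plus 3 SD, cut at about 27% in these data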;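 further: 0% = acetylcholine EC80 with DMSO and 100% = DMSO without agonist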
M4 ag: CHRM4 agonism in calcium assay. P08173. CHO-K1 hM4/Gqi5, Fluo-8 calcium fluorescence; vehicle 0%, full acetylcholine response 100%. activation, % at 3 µM. actives 0.14% (n = 360,000);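 active means activation above the run mean over all test wells plus 3 SD, cut at about 32% in these data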;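 further: peak over basal fluorescence ratio per well then scaled between controls; 0% = DMSO wells and 100% = acetylcholine at EC100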
M5 ag: agonists of human muscarinic M5 receptor (CHRM5); P08912; CHO-K1 hM5 cells, Fluo-8 calcium fluorescence; 0% DMSO wells, 100% maximal acetylcholine response; activation, % at 3 µM; actives 0.19% (n = 360,000);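 active means activation above the run's mean over test compounds plus 3 SD, cut at about 23% in these data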;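 further: signal is peak over basal fluorescence ratio across the kinetic read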
CRFR2-BP antag: CRF-BP/CRF-R2 complex antagonism. HEK293 CRF-R2/CRF-BP, CRF-induced calcium fluorescence. actives 0.59% (n = 350,000). inhibition, % at 11.8 µM;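 active means inhibition of the ligand-induced calcium signal above about 50% at the single tested concentration, limit read from the data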
CRFR2-BP ag: agonists of human CRF-binding protein/CRF-R2 receptor complex. activation, % at 13.2 µM. actives 0.46% (n = 350,000). HEK293 CRF-R2/CRF-BP, calcium dye fluorescence (FLIPR); percent of saturating CRF peptide response;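 active means activation of at least 50%, plus an integration ratio under a set limit after plate pattern correction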;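 further: plate controls were neutral control wells without compound for no effect and CRF at EC100 for full effect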
M5 PAM: positive allosteric modulators of human muscarinic M5 receptor | P08912 | CHO-K1 hM5, Fluo-8 calcium, ACh EC20 PAM; 0% = ACh EC20, 100% = ACh EC100 | activation, % at 3 µM | actives 0.3% (n = 360,000) | AID 624038;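 active means activation above the run cutoff, the mean activation of all test compounds plus 3 SD, cut at about 18% in these data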
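System: CHO-K1 hM5 cells. Reagent: acetylcholine, EC20 level. Compound dosing: single dose, 3 µM nominal final test concentration. Timing: Post-acetylcholine fluorescence recording 140 s. Detection: Fluo-8 calcium fluorescence. Read-out: % activation, ACh-normalized. Benchmarks: ACh EC20 and EC100 wells. Repeats: singlicate, one well per test compound.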
CHRM4 antagonist: blocks acetylcholine activation of human M4 receptor | actives 0.73% (n = 360,000) | CHO-hM4 cells, ACh EC80, Fluo-8 calcium fluorescence | P08173 | inhibition, % at 3 µM;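 active means inhibition above its plate's cutoff, the mean inhibition of sample wells plus 3 SD, cut at about 27% in these data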;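 further: 0% = acetylcholine EC80 with DMSO and 100% = DMSO without agonist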
IDE inh: inhibits human insulin-degrading enzyme in HEK cells; P14735; FAbetaB cleavage, fluorescence polarization; inhibition, % at 5.59 µM; actives 0.41% (n = 320,000);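 active means percent inhibition above the average of all tested compounds plus 3 SD, set per screening campaign, cut at about 16% in these data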;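 further: IDE supplied by intact live HEK cells; FP after avidin binding of uncleaved biotin substrate so inhibition keeps polarization high; 0% = DMSO wells and 100% = 60 µM reference IDE inhibitor Ii1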
Target sequence (P14735 whole entry, looked up): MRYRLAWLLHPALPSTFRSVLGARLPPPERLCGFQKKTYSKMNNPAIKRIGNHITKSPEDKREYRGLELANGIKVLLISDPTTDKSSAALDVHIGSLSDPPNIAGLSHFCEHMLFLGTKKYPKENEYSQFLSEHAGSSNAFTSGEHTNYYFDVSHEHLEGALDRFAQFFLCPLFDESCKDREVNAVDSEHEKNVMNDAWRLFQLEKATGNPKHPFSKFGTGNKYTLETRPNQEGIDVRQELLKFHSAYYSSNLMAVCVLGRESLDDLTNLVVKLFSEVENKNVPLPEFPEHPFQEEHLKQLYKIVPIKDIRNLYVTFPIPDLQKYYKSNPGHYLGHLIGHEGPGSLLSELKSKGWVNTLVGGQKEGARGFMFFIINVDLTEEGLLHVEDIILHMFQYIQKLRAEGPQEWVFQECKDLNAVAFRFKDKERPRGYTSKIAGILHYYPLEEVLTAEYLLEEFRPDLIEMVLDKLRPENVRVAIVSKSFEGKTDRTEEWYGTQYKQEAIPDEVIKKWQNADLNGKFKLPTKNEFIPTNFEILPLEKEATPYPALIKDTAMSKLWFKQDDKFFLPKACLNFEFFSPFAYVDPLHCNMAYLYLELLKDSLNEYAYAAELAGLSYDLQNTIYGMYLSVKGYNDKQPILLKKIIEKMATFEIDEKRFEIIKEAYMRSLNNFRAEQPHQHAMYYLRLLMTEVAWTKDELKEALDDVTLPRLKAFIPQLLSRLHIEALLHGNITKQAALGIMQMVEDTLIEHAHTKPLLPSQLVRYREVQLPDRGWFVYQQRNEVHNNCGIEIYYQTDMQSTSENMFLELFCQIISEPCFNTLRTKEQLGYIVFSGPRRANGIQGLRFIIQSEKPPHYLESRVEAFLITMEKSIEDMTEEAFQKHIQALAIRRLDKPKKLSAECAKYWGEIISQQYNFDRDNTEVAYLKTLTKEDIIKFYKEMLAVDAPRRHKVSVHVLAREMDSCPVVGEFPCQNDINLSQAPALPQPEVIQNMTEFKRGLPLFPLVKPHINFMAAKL
* = called active by the depositor; · = not tested or not shown.

SMILES | M4 PAM | M5 antag | M4 ag | M5 ag | CRFR2-BP antag | CRFR2-BP ag | M5 PAM | CHRM4 antagonist | IDE inh
COC(=O)C1=C(C)N(C)C(=O)NC1c1ccc(C)cc1 (configuration not stated) | 1 | 3 | 0 | -2 | -8 | -1.0 | 5 | 4 | 9
COc1ccc(/C=C(/C#N)c2cccnc2)cc1OC | 5 | 3 | -1 | -1 | -16 | -0.6 | 6 | -8 | -6
CCCCOc1ccc(/C(O)=C2/C(=O)C(=O)N(CCCOC)C2c2ccncc2)cc1 (configuration not stated) | 4 | 7 | 2 | 1 | 11 | 1.7 | -2 | -3 | -3
Oc1ccc(Br)cc1-c1cc(-c2ccc(Cl)cc2)n[nH]1 | -1 | -2 | 1 | -4 | -5 | 2.0 | -5 | 3 | -5
COCCNC(=O)/C(C#N)=C/C=C/c1ccccc1[N+](=O)[O-] | -1 | 2 | 1 | -3 | -8 | 0.8 | 6 | -3 | 0
Cc1ccc(S(=O)(=O)N2CCOCC2)cc1C(=O)N1CCN(S(=O)(=O)c2cccc(F)c2)CC1 | -1 | 1 | 0 | -3 | -3 | 3.9 | 3 | 0 | -5
O=[N+]([O-])c1ccc(NC(=S)N2CCN(c3ccc(F)cc3)CC2)cc1 | -8 | 20 | 16 | 4 | 7 | -3.1 | -20 | 20 | 4
COC(=O)CC/C(=N/Nc1ccc(Cl)c(Cl)c1)C(=O)OC | -5 | 8 | 1 | 2 | 12 | 3.4 | -3 | -3 | -2
NC(=O)CSc1nnc(CSc2ncccn2)n1-c1ccccc1 | 5 | -2 | 2 | 2 | 27 | -1.0 | 3 | -1 | 6
O=C(COC(=O)C1CCCCC1)Nc1cccc(Br)c1 | -1 | 10 | 6 | 1 | -3 | 0.8 | -10 | 0 | -1
CCCCCCCCN1C(=O)[C@H](CC(=O)NCc2cccs2)C[C@@]2(C(=O)OC)CC(C)(C)CC=C12 | 1 | -6 | 6 | -2 | · | · | 2 | -3 | ·
O=C(c1ccccc1OCc1ccccc1Br)N1CCN(c2ncccn2)CC1 | 14 | 8 | 1 | 0 | 9 | -1.2 | -4 | 1 | 5
C#CCOC(=O)C1C2C=CC(C2)C1C(=O)O (configuration not stated) | 6 | -9 | 0 | 5 | 11 | -0.3 | 8 | -1 | -2
CC(C)N1CCC(NC(=O)Nc2ccc3c(c2)OCO3)CC1 | 4 | -6 | 2 | -1 | 6 | 1.8 | 9 | 1 | -2
O=C(C1CC(=O)N(c2ccc(F)cc2)C1)N1CCN(c2ccc(F)cc2)CC1 (configuration not stated) | 15 | 3 | 4 | 0 | -17 | 1.8 | -3 | -3 | -4
C=C1CCN(c2ccc(C(=O)NCCC)cc2[N+](=O)[O-])CC1 | 0 | 13 | 2 | 0 | 0 | -0.9 | -9 | -6 | 4
CCN(CC)c1ccc(/C=N/N2CC(=O)NC2=S)cc1 | 4 | 8 | 0 | 3 | 9 | 2.4 | 0 | 5 | 3
CCOC(=O)C1(CC2CC2)CCN(C(=O)c2cccnc2C)CC1 | 15 | 0 | 2 | -17 | -5 | -0.7 | -3 | -17 | 9
N#Cc1cc(C#N)c(SCC(=O)N2CC(=O)Nc3ccccc32)nc1N | 3 | -3 | 2 | 5 | 2 | 1.3 | -1 | -1 | 1
S=c1nc(-c2ccccc2Cl)[nH][nH]1 | 9 | 12 | 3 | 0 | 9 | -2.1 | -1 | -1 | 9
O=C(NCc1cccnc1)c1sc2ccccc2c1Cl | -8 | -2 | 1 | 0 | 16 | 0.2 | -1 | 11 | 4
N/C(=N\O)c1cccc(CS(=O)(=O)c2ccccn2)c1 | -11 | -11 | 1 | 0 | 0 | -0.3 | 7 | -3 | 2
CCOC(=O)[C@H]1[C@H]2COc3cc(OC)ccc3[C@@H]2N2C(=O)CN(Cc3ccc(Cl)cc3)C(=O)[C@@]12C | -3 | -1 | 4 | 1 | -3 | 1.3 | -5 | 2 | 2
COC(=O)C1(C)NCCc2c1[nH]c1ccccc21 (configuration not stated) | 10 | 2 | 2 | 0 | 12 | 2.3 | 2 | -1 | -4
CC(=O)c1cnc2nc(SCc3ccc(Cl)cc3)nn2c1C | -6 | 10 | 7 | -3 | 12 | 0.2 | -6 | 0 | -2
Fc1cccc(CN2CCN(Cc3nc(-c4cnccn4)no3)CC2)c1 | -5 | 5 | 2 | -4 | -7 | 0.0 | 1 | 4 | -5
Cc1ccc(NC(=O)c2ccco2)c(NC(=O)Cc2cccs2)c1 | 7 | -2 | 1 | 5 | 3 | -0.7 | 2 | -13 | 4
CCc1ccc2[nH]c(=O)c(-c3ccccc3)c(O)c2c1 | -7 | 8 | -1 | -6 | -7 | -0.2 | 4 | 16 | -8
Cc1cccn2c(NC(=O)c3ccccc3F)c(-c3ccccc3)nc12 | -5 | 7 | 6 | 0 | -5 | -0.4 | -7 | 8 | -2
Cc1nc2sc3c(c2c(=O)o1)CCC3 | 3 | -6 | 1 | -3 | -15 | 0.3 | 3 | 6 | 4

Three of the entries above in order of their number in CRFR2-BP ag, highest first.
Structure,M4 PAM,M5 antag,M4 ag,M5 ag,CRFR2-BP antag,CRFR2-BP ag,CHRM4 antagonist,IDE inh
CCOC(=O)[C@H]1[C@H]2COc3cc(OC)ccc3[C@@H]2N2C(=O)CN(Cc3ccc(Cl)cc3)C(=O)[C@@]12C,-3,-1,4,1,-3,1.3,2,2
CCc1ccc2[nH]c(=O)c(-c3ccccc3)c(O)c2c1,-7,8,-1,-6,-7,-0.2,16,-8
Cc1cccn2c(NC(=O)c3ccccc3F)c(-c3ccccc3)nc12,-5,7,6,0,-5,-0.4,8,-2

Remaining list, next part
SMILES | M4 PAM | M5 antag | M4 ag | M5 ag | CRFR2-BP antag | CRFR2-BP ag | M5 PAM | CHRM4 antagonist | IDE inh
COc1ccc(S(=O)(=O)N2CCN(C)CC2c2ccccc2)cc1 (configuration not stated) | 9 | 2 | 2 | 4 | 3 | 0.7 | 1 | -7 | 0
O=C(CCN1C(=O)c2cccnc2C1=O)NC1CCCCCC1 | -3 | 13 | 0 | -5 | 8 | -0.9 | -8 | -2 | -2
COc1ccc(NC(=O)C2CC(=O)N(CCc3ccc(Cl)cc3)C2)cc1 (configuration not stated) | -6 | 10 | 10 | -2 | 1 | -1.4 | -10 | 0 | 1
CC(C)CCN(C(=O)c1ccc(N2CCCC2=O)cc1)c1c(N)n(Cc2ccccc2)c(=O)[nH]c1=O | 0 | 2 | 1 | 2 | 9 | -1.5 | 0 | -1 | -3
O=c1[nH]c(=S)c2[nH]c(=S)n(-c3ccccc3)c2[nH]1 | 3 | 11 | 1 | 4 | 2 | 4.6 | 3 | -2 | ·
CC(C)C(CCNCc1ccccn1)c1ccc(Cl)cc1 (configuration not stated) | -10 | 4 | 3 | -5 | 4 | 0.6 | -2 | 4 | 2
O=c1[nH][nH]c(-c2ccccc2O)c1C(C[N+](=O)[O-])c1ccc(Br)cc1 (configuration not stated) | -7 | 2 | 1 | -3 | -18 | -0.9 | -6 | 5 | 13
CC(C)[C@H](NC(=O)c1ccco1)C(=O)OCC(=O)N1CCc2ccccc21 | 5 | -6 | 0 | -8 | -22 | -1.4 | 5 | -1 | 5
C/C(=C\C(=O)c1ccc(C)o1)Nc1ccc2c(c1)OCO2 | 4 | -5 | 1 | -2 | -5 | -1.0 | -1 | -7 | 4
CC(C)Cc1nnc(NC(=O)CCC(=O)N2CCN(Cc3ccc(F)cc3)CC2)s1 | -7 | 18 | 1 | -4 | 2 | -0.3 | -6 | -2 | 1
O=C(NCCc1ccc(Cl)cc1)C1CCN(S(=O)(=O)c2ccc(Br)s2)CC1 | -1 | 7 | 5 | 3 | -9 | 5.1 | -1 | -5 | 0
O=C(Nc1ccc(SC(F)(F)F)cc1)c1ccccn1 | -2 | 0 | 2 | -2 | -62 | 2.0 | -2 | 1 | 2
FC(F)(F)c1cc(-c2ccco2)nc(-n2nnc3ccccc32)n1 | 1 | 2 | 0 | 0 | -16 | -0.2 | 3 | 5 | -3
CCCCC(=O)N1CCCC(c2nc3c(nnn3Cc3cc(C)ccc3C)c(=O)[nH]2)C1 (configuration not stated) | 5 | -4 | -1 | -5 | -2 | -1.1 | -8 | 0 | -5
CCOc1ccccc1NC(=O)CSc1nc2nc(-c3cccs3)cc(C(F)(F)F)c2c(=O)[nH]1 | -6 | 1 | 0 | -1 | 23 | -2.1 | -4 | -8 | 3
COC(=O)[C@]12CCCCC=C1N(CCC1=CCCCC1)C(=O)[C@H](CC(=O)N1CCN(C(=O)c3ccco3)CC1)C2 | -2 | 13 | 20 | 11 | · | · | -15 | 1 | ·
Cc1ccc(S(=O)(=O)N(CC(=O)Nc2cccc(N(C)S(C)(=O)=O)c2)c2ccc(Cl)c(Cl)c2)cc1 | -4 | 11 | 3 | 1 | -2 | 2.9 | -6 | 20 | -2
O=C(CNc1ccccc1)N/N=C/c1c(O)ccc2ccccc12 | -7 | -11 | 13 | -2 | -16 | 0.6 | 2 | -24 | 0
CC1CCCCN1S(=O)(=O)c1cccc2cccnc12 (configuration not stated) | 13 | -2 | 1 | -1 | -10 | 0.1 | -2 | -16 | 3
Cc1csc(N(C(=O)Cc2ccccc2F)c2ccccc2)n1 | -1 | 0 | 3 | -2 | -23 | 5.4 | 0 | -4 | 4
O=C(CN1C(=O)CCSc2ccc(S(=O)(=O)N3CCOCC3)cc21)Nc1ccccc1Cl | -8 | 4 | 6 | -3 | 0 | -1.6 | 0 | -10 | 3
CC1=C(C(=O)Nc2ccccc2C(=O)NC2CCCCC2)SCCO1 | -8 | 16 | 2 | -5 | 3 | -1.3 | -5 | 11 | 2
COc1ccc(CNc2nc3c(c(=O)[nH]c(=O)n3C)n2Cc2ccccc2)cc1 | 5 | 12 | 0 | -2 | -6 | -0.4 | -1 | -4 | 4
CN=C1NN=C(c2cc(C)n(-c3c(C)n(C)n(-c4ccccc4)c3=O)c2C)CS1 | 4 | 16 | 1 | -2 | -12 | 1.6 | -6 | -1 | 0
CCCN1CCN(CCCNC(=O)c2cc3c(=O)oc4ccc(C)cc4c3s2)CC1 | 1 | -7 | 1 | -7 | -4 | -0.9 | -3 | -1 | 6
COc1cc(/C=C(\NC(=O)c2cc(OC)c(OC)c(OC)c2)C(=O)NC(C(=O)O)c2ccccc2)cc(OC)c1OC (configuration not stated) | 3 | -5 | 0 | -5 | 0 | 0.3 | 0 | -6 | 6
CCCN(CCC)CCNC(=O)CN1C(=O)COc2ccc(S(=O)(=O)N3CCOCC3)cc21 | -5 | 13 | 0 | -7 | -8 | -1.4 | -3 | -6 | 2
CN1C(=O)C(N=Nc2ccccc2C(=O)O)N(C)C1=S (configuration not stated) | 0 | -2 | 2 | 2 | -57 | 39 | -4 | 6 | 21*
COc1ccc(-c2cccc(-c3cc(=O)oc4cc5c(cc34)OCO5)c2)cc1 | -1 | -6 | 1 | 2 | 15 | -1.4 | -2 | -14 | ·
Cn1nnnc1SCC(=O)Nc1ccccn1 | 14 | 6 | 0 | 1 | 9 | 0.5 | -1 | -1 | 9
O=C(Nc1cccc(O)c1)c1ccc(C(=O)c2ccccc2)o1 | -4 | 1 | 5 | -2 | -31 | 1.6 | -3 | 6 | 2

Screening results: PubChem BioAssay, several laboratories

Hits appear at their usual frequency, and some 2.9% of all compounds hit somewhere here.
